Assay outcomes deposited in PubChem by Sanford-Burnham Center for Chemical Genomics.
APJ antag – blocks the human apelin receptor APJ; P35414; CHO-K1 APJ beta-arrestin complementation, luminescence; inhibition, % at 20 µM; 330,000 compounds, 0.32% hits;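 active means inhibition above about 40% at 20 µM, limit read from the data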;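 further: cells challenged with 10 nM apelin-13 agonist together with compound; plate controls were apelin-13 plus DMSO wells for no effect and DMSO wells lacking apelin-13 for full effect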
Target sequence (P35414 whole entry, looked up): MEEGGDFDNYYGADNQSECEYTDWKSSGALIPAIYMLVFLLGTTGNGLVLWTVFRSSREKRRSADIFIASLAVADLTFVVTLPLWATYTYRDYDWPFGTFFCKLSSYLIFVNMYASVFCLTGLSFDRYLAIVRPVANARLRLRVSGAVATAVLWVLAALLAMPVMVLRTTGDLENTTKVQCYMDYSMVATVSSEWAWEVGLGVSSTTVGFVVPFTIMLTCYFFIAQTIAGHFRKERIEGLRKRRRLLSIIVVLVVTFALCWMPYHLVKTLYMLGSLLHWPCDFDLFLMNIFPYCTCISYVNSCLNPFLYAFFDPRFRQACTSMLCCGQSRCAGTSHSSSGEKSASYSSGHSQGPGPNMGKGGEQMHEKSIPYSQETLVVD
tim23-1 inh – inhibits growth of tim23-1 mutant yeast; S. cerevisiae tim23-1 growth, BacTiter-Glo luminescence, 24 h; inhibition, % at 20 µM; 330,000 compounds, 1.3% hits;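 active means growth inhibition of the mutant yeast at or above 50%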;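 further: temperature-sensitive mutant grown at 25 °C; plate controls were DMSO-treated mutant yeast for no effect and medium wells lacking yeast for full effect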
APJ agonist – APJ receptor agonism; CHO-K1 APJ PathHunter beta-arrestin, luminescence; 0% DMSO wells, 100% apelin; P35414; activation, % at 20 µM; 330,000 compounds, 0.11% hits; AID 2520;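 active means activation more than six SD over the plate average, tested at 20 µM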;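 further: 0% = DMSO alone and 100% = apelin-13 at 10 nM; some results filed as inactive read as strong as hits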
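Material: CHO-K1 APJ beta-arrestin complementation cell line; Input: cell density 1000 per well; Incubation: compound stimulation 90 min at 25 °C, detection 60 min; Signal: luminescence from split beta-galactosidase complementation, Galacton Star/Emerald II substrate; Controls: DMSO-only wells as negative, 10 nM Apelin-13 as positive control.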
Mdm2-MdmX inh – disrupts the human Mdm2-MdmX interaction | O15151+Q00987 | SaOS-2 split-luciferase Mdm2/MdmX complementation, luminescence | inhibition, % at 8 µM | 330,000 compounds, 3% hits;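 active means inhibition of at least 50% at 8 µM in the primary screen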
697 NFkB inh – lowers PMA/ionomycin-induced NF-kB signal in 697 B cells. 697 B-cell NF-kB luciferase reporter, 16 h. inhibition, % at 4 µM. 330,000 compounds, 0.33% hits; in the data active means inhibition above about 35%
Jurkat NFkB inh – inhibitors of the PMA/ionomycin-induced NF-kB reporter in Jurkat cells; PMA/ionomycin-induced NF-kB luciferase reporter, luminescence; AID 435003; inhibition, % at 4 µM; 330,000 compounds, 0.53% hits; in the data active means inhibition above about 50%
XBP1 UPR activ – adaptive UPR (XBP1) activation. AID 463104. CHO-XBP1 luciferase reporter, IRE1-XBP1 UPR activation, luminescence; percent of tunicamycin response, DMSO as zero. activation, % at 20 µM. 330,000 compounds, 0.33% hits;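 active means versus positive control, 20 µM dose yields 30% or more activation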;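 further: 100% = tunicamycin at 10 µg/mL and 0% = DMSO only wells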
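Material: CHO-XBP1 cells stably carrying IRE1-XBP1-driven luciferase reporter | Medium: F12 with 10% serum | Compound dosing: 20 µM single concentration, DMSO 1% | Incubation: Overnight seeding at 37 °C, 6 h compound treatment at 37 °C | Detection: Steady-Glo luminescence read | Read-out basis: % activation of reporter signal versus tunicamycin and DMSO controls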
UPR CHOP act – apoptotic UPR (CHOP) activation; CHO-CHOP luciferase reporter, luminescence; percent of tunicamycin response over DMSO baseline; activation, % at 10 µM; 330,000 compounds, 0.34% hits; AID 449763;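 active means at 10 µM dose, activation of 40% or more, normalized to positive control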;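 further: 100% = tunicamycin at 10 µg/mL and 0% = DMSO alone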
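System: CHO-CHOP luciferase reporter cell line; amount: 500 cells/well; buffer or medium: F12 medium containing 10% fetal bovine serum; incubation: 6 h compound exposure at 37 °C after overnight seeding; measured by: luciferase luminescence after 10 min with Steady-Glo reagent; evaluation: % reporter activation, DMSO baseline versus tunicamycin full activation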
Numbers without * were called inactive.

Compound	697 NFkB inh	APJ agonist	APJ antag	Mdm2-MdmX inh	XBP1 UPR activ	tim23-1 inh	UPR CHOP act	Jurkat NFkB inh
COc1ccc(OC)c(NC(=O)NNC(=O)COc2ccc(-c3ccccc3)cc2)c1	-8.4	-5.5	3.2	19.0	0.3	4.2	0.0	15.2
O=C1NCCCc2c1no[n+]2[O-]	7.6	-6.4	-16.8	4.5	1.3	-12.5	1.8	-18.0
Cn1nc(-c2ccccc2)cc1NC(=O)c1cccs1	10.2	-2.4	8.4	-26.2	-1.9	17.8	2.3	1.4
CC1CCc2nc(N)c(C#N)c(-c3ccncc3)c2C1 (stereo not drawn)	9.7	-1.2	4.2	30.1	2.1	9.1	-0.1	6.7
O=C(CCn1cnc2ccccc2c1=O)Nc1ccc(S(=O)(=O)N2CCCC2)cc1	-0.8	-1.9	11.2	21.2	1.0	5.4	-0.7	14.8
CC(=O)Nc1ccc(NS(=O)(=O)c2ccc3c(c2)n(C)c(=O)n3C)cc1	13.1	-1.9	12.0	16.1	5.9	-3.4	-0.2	0.6
O=[N+]([O-])c1ccc(S(=O)(=O)N2CCN=C2SCc2cccnc2)cc1	17.8	3.5	-25.9	23.4	-1.3	22.7	-1.0	-17.1
COc1ccc(N2CC(C(=O)N[C@H](C(=O)NC3CCCC3)C(C)C)CC2=O)cc1 (stereo partly drawn)	-0.4	-0.9	-9.3	-2.0	-4.3	0.4	-3.4	-13.1
Cc1ccc2nc(Cl)nc(-c3ccccc3)c2c1	19.7	-3.4	12.0	13.9	-0.7	11.6	-0.9	1.6
COc1ccc(CCNC(=O)c2ccc(CS(=O)(=O)Cc3cccc(C)c3)o2)cc1OC	-23.5	5.7	19.4	32.8	-4.7	10.2	-0.4	13.2
Cc1nnc(SCC(=O)Nc2nc(-c3ccccc3)cs2)n1N	10.9	-0.4	0.2	-3.0	-2.8	20.4	-1.9	4.2
CN(C(=O)COC(=O)c1ccc(S(=O)(=O)N2CCCC2)cc1)c1ccccc1	6.2	-1.2	1.8	7.1	-1.4	25.0	-1.8	1.7

3 compounds out of the list above, sorted by the number in APJ antag, smallest number first:
SMILES | APJ antag
O=C1NCCCc2c1no[n+]2[O-] | -16.8
COc1ccc(N2CC(C(=O)N[C@H](C(=O)NC3CCCC3)C(C)C)CC2=O)cc1 (stereo partly drawn) | -9.3
Cc1ccc2nc(Cl)nc(-c3ccccc3)c2c1 | 12.0

(cont.)
Compound	697 NFkB inh	APJ agonist	APJ antag	Mdm2-MdmX inh	XBP1 UPR activ	tim23-1 inh	UPR CHOP act	Jurkat NFkB inh
O=C(CCn1c(=O)c2ccccc2n(CC(=O)NC2CCCC2)c1=O)NCc1ccco1	3.9	-0.7	-24.6	15.2	6.8	25.4	-0.3	4.5
O=C(O)CSc1nnc(-c2ccc3c(c2)OCO3)n1-c1ccccc1	0.1	-3.5	5.9	11.5	0.4	10.1	2.4	-29.6
O=S(=O)(Nc1cccc2ncccc12)c1cccc(C(F)(F)F)c1	-18.9	3.4	-7.2	5.0	2.9	-8.1	0.5	-6.0
Cc1ccc(C)n1-n1c(C)nc2sc(-c3ccccc3)cc2c1=O	-207.9	-0.6	4.9	-14.6	-3.6	12.9	2.2	-100.2
CC(OC(=O)c1ccc2c(c1)C(=O)N(Cc1ccncc1)C2=O)C(=O)Nc1cccc(Cl)c1Cl (stereo not drawn)	-16.4	0.8	4.1	-17.8	-3.1	5.7	0.4	10.1
CC(=O)NC(CCCCNC(=S)NC1CCCCC1)C(=O)O (stereo not drawn)	11.8	-2.3	-0.3	5.9	0.2	-2.3	1.5	4.4
O=C(C1=C(O)C(=O)N(CC2CCCO2)C1c1ccc(Cl)cc1)c1ccco1 (stereo not drawn)	17.7	-3.0	10.5	3.4	-2.7	0.9	0.9	-1.1
S=c1[nH]nc(-c2cccnc2)n1-c1ccc2c(c1)OCCO2	7.1	-0.9	-13.1	16.5	-4.9	1.6	-1.7	-3.6
O=C(NCC(c1ccco1)N1CCOCC1)c1ccc(F)c(F)c1 (stereo not drawn)	9.7	-3.9	21.5	9.8	-1.2	12.2	0.0	4.2
Cc1cc(C)c(NC(=O)COC(=O)CSc2ccc(Br)cc2C)c(C)c1	6.9	-1.6	10.2	-6.4	-1.0	-1.9	-0.5	-11.7
O=C(Oc1ccc(C(=S)N2CCOCC2)cc1)c1ccccc1	1.6	-2.8	17.7	21.4	18.3	25.4	1.3	-5.4
Cc1nc(-c2ccc(NS(C)(=O)=O)cc2)cs1	8.7	-2.6	6.3	-0.6	2.4	14.8	2.2	6.0
c1ccc2oc(-c3nn4c(Cn5cnc6ccccc65)nnc4s3)cc2c1	-7.3	-4.3	-5.1	-7.1	0.4	-16.5	0.1	-1.7
O=C(Cn1c(=O)sc2ccccc21)Nc1ccccc1	14.7	-2.1	-0.3	-1.4	5.2	7.7	0.3	12.1
O=C1C(=O)N(CCCN2CCOCC2)C(c2ccc(F)cc2)/C1=C(\O)c1ccc2c(c1)OCCO2 (stereo not drawn)	-12.1	10.1	8.9	19.9	-1.2	7.2	2.1	-10.2
Cc1onc(-c2ccccc2Cl)c1C(=O)O/N=C(\N)c1ccccc1	-7.3	30.6*	-112.4	100.3*	-3.6	32.4	3.5	21.5
Cc1onc(-c2c(Cl)cccc2Cl)c1C(O)c1ccccc1 (stereo not drawn)	9.6	-1.0	14.1	10.9	2.3	23.2	-1.2	13.9
CCCC1(c2ccccc2)NC(=O)N(CC(=O)NCc2ccc(OC)cc2)C1=O (stereo not drawn)	-34.9	-1.8	2.0	-9.8	0.6	17.6	-2.9	6.3
COC(=O)c1cc(-c2cccs2)[nH]n1	-9.9	-1.5	-9.5	15.4	0.9	1.7	0.7	-26.7
COc1ccc(NC(=O)CN(C)C(=O)/C=C/c2cn(-c3ccccc3)nc2-c2ccc(C)cc2)cc1	-3.9	-2.5	-22.9	20.4	0.5	28.1	0.6	13.6
CC(C)Cn1c(N)c(C(=O)CSc2cc(Cl)ccc2Cl)c(=O)n(C)c1=O	7.7	-0.2	1.7	68.8*	4.0	4.5	4.9	20.4
Cc1ccc(NCCC(=O)c2cccc([N+](=O)[O-])c2)cc1	-13.3	-2.3	1.1	-30.0	1.6	25.2	3.4	-35.0
CC(=O)Nc1ccc(/C=C(\C#N)C(=O)NC2CCCCC2C)cc1 (stereo not drawn)	-25.8	-3.3	5.5	24.1	2.2	47.3	-1.5	13.8
CCOC(=O)C1=C(C)NC2=C(C(=O)CCC2)C1c1ccc(N(C)C)cc1 (stereo not drawn)	-22.0	0.3	-1.8	21.2	-2.8	21.7	0.0	7.8
CCOC(=O)c1nn(-c2ccc(C)cc2)c(=O)cc1OCC(=O)Nc1ccc(OC)cc1	7.3	7.8	12.2	14.4	0.5	12.8	1.3	1.6
Cc1oc(-c2cccc(Cl)c2)nc1CN1CCC(C(=O)NC2CC2)CC1	4.5	-2.0	1.5	-7.9	2.0	7.0	-0.6	5.0
CC(=O)Nc1ccc(C(=O)CSc2nnc(-c3ccc(O)cc3)n2CC2CCCO2)cc1 (stereo not drawn)	10.3	-6.3	13.5	12.0	-4.0	16.7	0.4	4.3
O=C(O)CSCC(=O)Nc1cccc2ccccc12	-2.7	0.2	6.8	9.5	-3.5	20.2	-0.9	2.4
Cc1ccc(NC(=O)C2CCCN2S(=O)(=O)c2cccc3cccnc23)c(C)c1 (stereo not drawn)	17.6	-3.8	-0.8	22.6	-1.1	26.5	-0.5	5.5
CC1CCC(NC(=O)COC(=O)C2=NN(c3ccccc3)C(=O)CC2)CC1 (stereo not drawn)	9.5	-0.1	-10.0	6.4	-1.4	6.9	-0.2	6.2
CCN(CC)C(=S)Nc1ccc(C(=O)OC)cc1	-16.4	-4.2	-4.4	1.7	-2.0	7.9	-0.1	6.9
CC(C)C(NC(=O)c1ccco1)C(=O)OCC(=O)NCCc1ccccc1 (stereo not drawn)	17.5	-1.7	17.5	19.4	3.1	13.3	0.2	13.3
NC(=O)C1CCN(Cc2nc3cc(C(F)(F)F)ccc3c(=O)[nH]2)CC1	14.6	-6.1	-14.5	-1.9	0.4	-3.3	1.6	7.4
Cc1ccc(OCC(=O)NNC(=O)c2ccco2)c(C)c1	-33.7	4.7	9.3	-25.7	-2.1	7.7	-0.4	-25.3
CCSc1nnc(-c2cccnc2)n1-c1ccc(Cl)c(C)c1	17.7	-4.0	-3.7	7.5	1.8	13.8	1.5	0.6
CC1CCCCN1CCn1cnc2c([nH]c3ccccc32)c1=O (stereo not drawn)	4.7	-2.8	9.5	4.4	2.7	-0.7	3.5	-13.7
C=CCNC(=S)Nc1sc2c(c1C(=O)OCC)CC(C)(CC)OC2 (stereo not drawn)	-27.6	2.0	2.7	-14.7	3.3	35.1	-2.5	-21.6
O=C(N/N=C/C1C(c2ccccc2)C1(Cl)Cl)c1cccc(Cl)c1 (stereo not drawn)	-17.3	8.2	-25.8	26.7	1.3	44.4	1.7	-12.2
COc1ccc(-c2nn(-c3ccccc3)cc2C(=O)OCC(=O)c2ccc(C)c([N+](=O)[O-])c2)cc1	5.2	-0.4	9.2	13.3	3.1	14.3	13.4	7.2
O=C(COC(=O)c1cc(=O)c2ccccc2o1)NCc1ccccc1	-25.6	1.0	13.1	1.7	4.9	12.4	-0.5	6.2
CN(C)S(=O)(=O)c1cc(NC(=O)CN2CCc3ccccc32)ccc1Cl	-6.7	-0.1	-14.2	-10.8	-3.3	-3.3	0.9	-9.6
O=C(CN1C(=O)NC2(CCCCC2)C1=O)N1CCN(S(=O)(=O)/C=C/c2ccccc2)CC1	-10.7	8.1	-34.4	15.6	-2.0	-10.0	0.2	-6.9
Cc1ccccc1C(=O)Nc1nnc(S(=O)(=O)N2CCCCCC2)s1	-1.9	-2.8	-68.1	9.4	1.3	15.0	0.5	-0.1
Cc1cc(NC(=O)CSc2ccc(-c3ccc(Br)cc3)nn2)no1	-20.8	2.3	-34.8	-4.0	1.5	16.8	2.1	-9.2
CC1(C)CC(=O)C(C(c2cc([N+](=O)[O-])ccc2Cl)C2C(=O)CC(C)(C)CC2=O)C(=O)C1	-0.5	-3.5	1.5	12.0	2.8	16.4	1.1	4.9
O=C(NCCNC(=O)c1cc(Cl)ccc1Cl)c1cnccn1	1.9	-3.0	3.7	-3.7	-3.5	6.2	-0.2	11.7
O=C(O)Cc1ccc(NS(=O)(=O)c2ccccc2Cl)cc1	-2.7	-1.3	6.9	-3.6	-0.4	8.7	-2.0	-8.9
COc1ccccc1/C=C(/NC(=O)c1ccccc1)C(=O)NCCN1CCOCC1	-10.8	-2.1	-9.6	21.8	-4.2	-8.0	0.6	-13.9
C/C(=N\Nc1ccc(C)c(Cl)c1)c1ccncc1	3.4	-4.9	-0.7	9.0	-4.6	12.8	2.2	-18.3
O=C(CSc1nnnn1C1CC1)Nc1cc(S(=O)(=O)N2CCCC2)ccc1Cl	10.6	-1.3	13.1	-14.7	-2.9	11.0	0.1	14.1
